Compound activity (PubChem BioAssay)
GLP1R cytotox – cytotoxicity in counter-screen for GLP-1R inverse agonists; HEK293 cAMP-luciferase reporter cells, luminescence, 24 h; Potency, µM (series often up to 38.3 µM), for the others: at the highest dose activity change, negative = inhibition, most hits filed as inhibitors; actives 0.13% (n = 410,000); AID 624418;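 note: loss of luciferase light is scored as toxicity; % is set by controls: 0 for no effect and ±100 for the full control effect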
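To flag toxic compounds, the library was rerun on cells for 24 hr at 37 deg C and 5% CO2. Viability-linked luminescence was captured 12 min after adding luciferase detection reagent.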
PTHR1 ag – activates the human parathyroid hormone receptor PTHR1 | HEK293 GP2 PTHR1 cells, GloSensor cAMP luminescence, 1 h | Potency, µM (titrated, usually from 115 µM), for inactives: at the top dose activation, usual class: activators | actives 0.075% (n = 410,000) | AID 743266; note: nearly all actives have a fitted effect of over 55% in size; some results filed as inactive show a strong effect at the top dose; inactives centre near -15; many of its hits are not listed in these tables
Target sequence (Q03431 whole entry, looked up): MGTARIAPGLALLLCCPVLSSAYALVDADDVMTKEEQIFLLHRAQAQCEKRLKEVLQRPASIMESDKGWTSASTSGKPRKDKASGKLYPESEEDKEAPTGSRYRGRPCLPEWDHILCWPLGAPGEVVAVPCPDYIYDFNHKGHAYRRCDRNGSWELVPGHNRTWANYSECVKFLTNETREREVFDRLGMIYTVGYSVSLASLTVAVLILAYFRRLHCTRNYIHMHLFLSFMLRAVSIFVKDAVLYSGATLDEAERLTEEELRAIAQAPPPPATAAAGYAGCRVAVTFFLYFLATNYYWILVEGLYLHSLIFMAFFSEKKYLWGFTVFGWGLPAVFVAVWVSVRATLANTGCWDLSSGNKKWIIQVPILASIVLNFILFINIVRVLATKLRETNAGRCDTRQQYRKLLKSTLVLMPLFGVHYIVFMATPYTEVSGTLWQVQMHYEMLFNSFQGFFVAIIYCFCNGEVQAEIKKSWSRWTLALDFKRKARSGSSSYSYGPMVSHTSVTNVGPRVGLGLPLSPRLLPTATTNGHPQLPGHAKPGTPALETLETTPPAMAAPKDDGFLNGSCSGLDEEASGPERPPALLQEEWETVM
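HEK-293-derived GP2 cells expressing PTHR1 and a GloSensor cAMP reporter, 3,000/well, plated overnight, given luciferin plus IBMX (each 0.5 mM as added) for 1 h at 37 °C, then compound for 1 h at 37 °C. Luminescence was read after 15 min at room temperature.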
GLP-1R inv ag – GLP-1 receptor (human) inverse agonism. Potency, µM (top dose mostly 38.3 µM), for inactives: top-dose activity change, negative = inhibition, most hits filed as inhibitors. HEK293 GLP-1R CRE-luciferase, luminescence, 24 h; GLP-1R form is constitutively active. P43220. actives 1.6% (n = 410,000); note: % is set by controls: 0 for no effect and ±100 for the full control effect; nearly all actives have a fitted effect of over 55% in size
Target sequence (P43220 whole entry, looked up): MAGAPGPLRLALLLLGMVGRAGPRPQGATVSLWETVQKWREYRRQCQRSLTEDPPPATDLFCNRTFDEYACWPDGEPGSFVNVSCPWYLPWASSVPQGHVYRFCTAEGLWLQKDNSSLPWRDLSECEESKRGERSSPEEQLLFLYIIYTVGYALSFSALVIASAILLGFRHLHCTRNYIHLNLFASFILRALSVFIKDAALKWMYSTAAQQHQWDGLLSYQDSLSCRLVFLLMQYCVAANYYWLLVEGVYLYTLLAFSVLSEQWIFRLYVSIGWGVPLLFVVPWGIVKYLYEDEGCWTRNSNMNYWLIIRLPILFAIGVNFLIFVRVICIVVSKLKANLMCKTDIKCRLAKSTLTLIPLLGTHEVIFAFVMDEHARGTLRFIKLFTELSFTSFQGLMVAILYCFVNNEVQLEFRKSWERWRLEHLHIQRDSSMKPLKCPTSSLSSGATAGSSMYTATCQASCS
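Stable HEK293 clone (constitutively active GLP-1R + cAMP-response luciferase); 200 cells/uL plated, 12 h pre-culture, compound 24 hr, 37 deg C/5% CO2; detection reagent 12 min RT; luminescence.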
* hit, by the source's call; [ ] = remark or other dose. Calls come from the whole dose curve; as a rule, active = well fitted curve in the direction sought with a large enough effect; inconclusive = small, poorly fitted or top-dose-only effect, or another doubt; inactive = no such curve, though single readings can be large; an effect the other way counts as inactive or inconclusive. Potency is the fitted concentration of half-maximal effect.

How did CC(NC(=O)c1ccccc1NC(=O)c1nsc2ccccc12)c1ccccc1 (centres undefined) do in these assays?
GLP1R cytotox: 1.0%; PTHR1 ag: inactive; GLP-1R inv ag: 7.1%

What do the screens show for `CCC(O)c1nc2ccccc2n1Cc1cc(C)ccc1C` (centres undefined)?
GLP1R cytotox: -5.3%; PTHR1 ag: 3.3%; GLP-1R inv ag: inconclusive

Results for COc1ccc(NS(=O)(=O)c2ccc3[nH]c(=O)ccc3c2)cc1OC ?
GLP1R cytotox: 15.8%; PTHR1 ag: -28.3%; GLP-1R inv ag: 19.5%

How did COc1ccc(-c2nc3scc(CCNS(=O)(=O)c4ccc(F)cc4F)n3n2)cc1OC do in these assays?
GLP1R cytotox: -19.3%; PTHR1 ag: -34.3%[inhibitor]; GLP-1R inv ag: 32.4%[activator]

How did Cc1ccc(C(=O)N2CCN(c3ccccc3F)CC2)cc1NC(=O)c1nsc2ccccc12 do in these assays?
GLP1R cytotox: 2.2%; PTHR1 ag: -1.1%; GLP-1R inv ag: inconclusive

What do the screens show for `COc1cccc(C(=O)Nc2ccc(-n3nncc3-c3ccccc3)cc2)c1`?
GLP1R cytotox: -6.1%; PTHR1 ag: -24.2%; GLP-1R inv ag: -6.6%

Results for CCOc1ccc(NC(=O)CSc2oc(-c3ccco3)nc2S(=O)(=O)c2ccc(C)cc2)cc1 ?
GLP1R cytotox: -5.7%; PTHR1 ag: -10.0%; GLP-1R inv ag: 10.8%

What do the screens show for `COCCCN1C(=O)c2[nH]nc(-c3ccccc3O)c2C1c1ccc(OC)cc1` (centres undefined)?
GLP1R cytotox: -22.3%; PTHR1 ag: -8.1%; GLP-1R inv ag: 4.2%

How did CCc1cccc(NC(=O)c2ccc(CNS(=O)(=O)c3ccc4c(c3)C(C)(C)C(=O)N4C)cc2)c1 do in these assays?
GLP1R cytotox: -18.3%; PTHR1 ag: -32.3%[inhibitor]; GLP-1R inv ag: 10µM*

Results for COc1ccc(N(C(=O)COc2ccccc2OC)S(=O)(=O)c2ccc(Cl)cc2)cc1 ?
GLP1R cytotox: -18.3%; PTHR1 ag: -5.2%; GLP-1R inv ag: inconclusive

How did CC(C)CCOc1ccccc1Cn1c(=O)sc2ccccc21 do in these assays?
GLP1R cytotox: 2.8%; PTHR1 ag: -10.5%; GLP-1R inv ag: inconclusive

Results for COc1ccc(CN(C(=O)c2ccccc2F)C2CCS(=O)(=O)C2)cc1 (centres undefined) ?
GLP1R cytotox: 14.6%; PTHR1 ag: 6.1%; GLP-1R inv ag: -19.1%

For reference, 5 of the compounds above:
How did Cc1ccc(C(=O)N2CCN(c3ccccc3F)CC2)cc1NC(=O)c1nsc2ccccc12 do in these assays?
GLP1R cytotox: 2.2%; PTHR1 ag: -1.1%; GLP-1R inv ag: inconclusive

What do the screens show for `COc1cccc(C(=O)Nc2ccc(-n3nncc3-c3ccccc3)cc2)c1`?
GLP1R cytotox: -6.1%; PTHR1 ag: -24.2%; GLP-1R inv ag: -6.6%

Results for CCOc1ccc(NC(=O)CSc2oc(-c3ccco3)nc2S(=O)(=O)c2ccc(C)cc2)cc1 ?
GLP1R cytotox: -5.7%; PTHR1 ag: -10.0%; GLP-1R inv ag: 10.8%

What do the screens show for `COCCCN1C(=O)c2[nH]nc(-c3ccccc3O)c2C1c1ccc(OC)cc1` (centres undefined)?
GLP1R cytotox: -22.3%; PTHR1 ag: -8.1%; GLP-1R inv ag: 4.2%

How did CCc1cccc(NC(=O)c2ccc(CNS(=O)(=O)c3ccc4c(c3)C(C)(C)C(=O)N4C)cc2)c1 do in these assays?
GLP1R cytotox: -18.3%; PTHR1 ag: -32.3%[inhibitor]; GLP-1R inv ag: 10µM*

Continuation:
What do the screens show for `CNC(=O)C1CCC(Cn2c(=O)c3sccc3n(CC(=O)N3CCCCC3C)c2=O)CC1` (centres undefined)?
GLP1R cytotox: -7.2%; PTHR1 ag: inconclusive; GLP-1R inv ag: 1.4%

What do the screens show for `Cn1nc(C(=O)NCc2ccccc2Cl)c2c1-c1ccccc1SC2`?
GLP1R cytotox: 0.3%; PTHR1 ag: inactive; GLP-1R inv ag: 3.5%

How did Cc1nn(-c2ccccc2)c2nc(C3CC3)cc(C(=O)Nc3ccc(F)cc3)c12 do in these assays?
GLP1R cytotox: 0.3%; PTHR1 ag: -31.5%[inhibitor]; GLP-1R inv ag: -7.8%

How did COc1ccc(NC(=O)C2CCCN(S(=O)(=O)c3ccc(Cl)cc3)C2)cc1 (centres undefined) do in these assays?
GLP1R cytotox: 8.9%; PTHR1 ag: -12.0%; GLP-1R inv ag: 2.7%

What do the screens show for `CCOC(=O)c1c(-c2ccc(C)cc2)csc1NC(=O)c1cc(-c2ccc(OC)cc2)on1`?
GLP1R cytotox: -27.3%; PTHR1 ag: -1.2%; GLP-1R inv ag: 8.0%

Results for CCN1CCN(c2cc(C)c3cc(NC(=O)c4cc(Cl)ccc4OC)ccc3n2)CC1 ?
GLP1R cytotox: inconclusive; PTHR1 ag: inactive; GLP-1R inv ag: inconclusive

How did COc1ccc(NC(=O)c2c(NCc3ccc(C)o3)sc3c2CCC(C)C3)c(OC)c1 (centres undefined) do in these assays?
GLP1R cytotox: -13.8%; PTHR1 ag: -6.2%; GLP-1R inv ag: inconclusive

Results for Cc1cc2oc(C(=O)Nc3ccc(S(=O)(=O)Nc4onc(C)c4C)cc3)cc(=O)c2cc1C ?
GLP1R cytotox: 19.8%; PTHR1 ag: inactive; GLP-1R inv ag: 6.6%

How did CCCN(C(=O)CCn1cnc2onc(-c3ccc(F)cc3)c2c1=O)c1ccccc1C do in these assays?
GLP1R cytotox: 2.7%; PTHR1 ag: inactive; GLP-1R inv ag: inconclusive

What do the screens show for `COC(=O)c1sccc1S(=O)(=O)N(CC(=O)Nc1ccc(C)cc1)c1ccccc1`?
GLP1R cytotox: -7.5%; PTHR1 ag: inactive; GLP-1R inv ag: inconclusive

How did COc1cc(OC)c(N(C)C(=O)c2c(C)oc3ncn(CC(C)C)c(=O)c23)cc1Cl do in these assays?
GLP1R cytotox: -7.0%; PTHR1 ag: inactive; GLP-1R inv ag: 4.0%

Results for CCS(=O)(=O)c1ncc(Cl)c(C(=O)Nc2c(C(=O)Nc3cccc(C)c3)oc3ccccc23)n1 ?
GLP1R cytotox: 1.0%; PTHR1 ag: -6.6%; GLP-1R inv ag: 3.6%

How did CCOc1ccccc1N1CC(c2nc3ccccc3n2CCCOc2ccccc2)CC1=O (centres undefined) do in these assays?
GLP1R cytotox: 6.4%; PTHR1 ag: inactive; GLP-1R inv ag: 12.2%

How did Cc1cc(Cl)ccc1OCC(=O)N1CCC(c2nc3ccccc3o2)CC1 do in these assays?
GLP1R cytotox: -0.6%; PTHR1 ag: -11.8%; GLP-1R inv ag: inconclusive

How did Cc1ccc(Cl)cc1N(C)C(=O)c1cnc(N2CCOCC2)c2ccccc12 do in these assays?
GLP1R cytotox: 2.7%; PTHR1 ag: -20.6%; GLP-1R inv ag: -1.8%

Results for CCc1ccc(NC(=O)C2CCCN2S(=O)(=O)c2cccc3nsnc23)cc1 (centres undefined) ?
GLP1R cytotox: -2.5%; PTHR1 ag: -9.9%; GLP-1R inv ag: -17.2%

What do the screens show for `COc1ccccc1N1CCN(C(c2ccc(Cl)cc2)c2nnc(-c3cccc(F)c3)o2)CC1` (centres undefined)?
GLP1R cytotox: -1.2%; PTHR1 ag: -30.5%[inhibitor]; GLP-1R inv ag: inconclusive

How did CCOC(=O)Cn1c(=O)c2c(nc3n2CCN3c2ccc(CC)cc2)n(C)c1=O do in these assays?
GLP1R cytotox: 15.0%; PTHR1 ag: 6.1%; GLP-1R inv ag: 3.5%

Results for CCCCn1c(-c2ccc(C)cc2)c(C)n2c3c(=O)n(C)c(=O)n(C)c3nc12 ?
GLP1R cytotox: 25.4%; PTHR1 ag: -13.0%; GLP-1R inv ag: -2.0%

How did COc1ccc(Nc2ncnc3c2cnn3-c2ccc(C)cc2C)cc1 do in these assays?
GLP1R cytotox: -17.8%; PTHR1 ag: -45.5%[inhibitor]; GLP-1R inv ag: inconclusive

How did COCCn1c(CNC(=O)c2ccc(C)cc2)nc2cccnc21 do in these assays?
GLP1R cytotox: -3.0%; PTHR1 ag: inactive; GLP-1R inv ag: 6.7%

How did CCOc1ccc(-c2nn(CC(=O)NC3CCCC3)c3c2cnc2ccc(C)cc23)cc1 do in these assays?
GLP1R cytotox: -2.7%; PTHR1 ag: inactive; GLP-1R inv ag: 5.5%

How did O=C(Nc1ccccc1C(=O)O)c1cccc(S(=O)(=O)N2CCCC2)c1 do in these assays?
GLP1R cytotox: 2.4%; PTHR1 ag: inactive; GLP-1R inv ag: -0.3%

Results for Cc1ccc(C)c(NC(=O)CN2C(=O)c3cccnc3Oc3ccc(C)cc32)c1 ?
GLP1R cytotox: -4.0%; PTHR1 ag: -24.5%; GLP-1R inv ag: 0.0%

What do the screens show for `CC(C)(C)c1ccc(C(=O)NCC(=O)OCc2cc(=O)n3nc(C4CC4)sc3n2)cc1`?
GLP1R cytotox: -0.3%; PTHR1 ag: -39.7%[inhibitor]; GLP-1R inv ag: 10.7%

What do the screens show for `O=C(NCc1cccs1)c1ccc(CSc2nc3ccncc3n2Cc2cccc(F)c2)cc1`?
GLP1R cytotox: -1.0%; PTHR1 ag: -6.5%; GLP-1R inv ag: inconclusive

Results for Cc1ccc(Cl)c2sc(N3CCN(C(=O)C4CC4)CC3)nc12 ?
GLP1R cytotox: -4.1%; PTHR1 ag: inactive; GLP-1R inv ag: -23.3%

How did COc1ccc(NC(=O)C2=CC(c3ccc4c(c3)OCO4)=NS(=O)(=O)N2C)cc1OC do in these assays?
GLP1R cytotox: -13.7%; PTHR1 ag: -2.1%; GLP-1R inv ag: 10.2%

Results for COCCn1c(SCC(=O)c2c(C)[nH]c3ccccc23)nc2cc(C(=O)NC(C)C)ccc2c1=O ?
GLP1R cytotox: 3.6%; PTHR1 ag: -0.3%; GLP-1R inv ag: 11.4%

How did CCCn1c(=O)c2sccc2n2c(CCCC(=O)N3CCN(c4ccccc4OC)CC3)nnc12 do in these assays?
GLP1R cytotox: -9.7%; PTHR1 ag: -21.9%; GLP-1R inv ag: 4.5%

Results for COc1ccccc1CNc1ccc(-c2nc(-c3ccco3)no2)cc1[N+](=O)[O-] ?
GLP1R cytotox: 4.8%; PTHR1 ag: inactive; GLP-1R inv ag: 1.5%

Results for CCOC(=O)c1ccc(NC(=O)c2ccc(-c3cccc(Cl)c3C)o2)cc1 ?
GLP1R cytotox: -10.0%; PTHR1 ag: -9.4%; GLP-1R inv ag: inconclusive

Results for O=C(Nc1ccc(F)cc1)c1csc2c1CCCCC2 ?
GLP1R cytotox: -7.1%; PTHR1 ag: -24.5%; GLP-1R inv ag: -19.0%

What do the screens show for `COc1ccc(NC(=O)Cc2ccc(NC(=O)N3CCCCc4ccccc43)cc2)c(OC)c1`?
GLP1R cytotox: -3.1%; PTHR1 ag: inactive; GLP-1R inv ag: inconclusive

How did Cn1cc(C(=O)NCCc2ccccc2)c(=O)c2cc(S(=O)(=O)N3CCCCC3)ccc21 do in these assays?
GLP1R cytotox: 11.4%; PTHR1 ag: -16.7%; GLP-1R inv ag: -0.6%

What do the screens show for `CC(C)CCn1c(=O)c2sccc2n2c(CCCC(=O)NCCc3ccccc3)nnc12`?
GLP1R cytotox: -1.5%; PTHR1 ag: inactive; GLP-1R inv ag: 4.2%

Results for Cc1cccn2c(=O)cc(CSc3nnc(NC(=O)COc4ccccc4)s3)nc12 ?
GLP1R cytotox: -4.1%; PTHR1 ag: -10.0%; GLP-1R inv ag: -3.7%

Results for COc1ccc(NC(=O)c2cnc(N3CCCC3)nc2)cc1OC ?
GLP1R cytotox: 2.7%; PTHR1 ag: -19.2%; GLP-1R inv ag: 7.6%

How did CC(C)c1ccccc1NC(=O)Cn1cnc2c1c(=O)n(C)c(=O)n2C do in these assays?
GLP1R cytotox: -2.8%; PTHR1 ag: -11.0%; GLP-1R inv ag: -1.0%

Results for CC1CCN(S(=O)(=O)c2ccc3c(ccn3CCC(=O)NCc3ccccc3F)c2)CC1 ?
GLP1R cytotox: 4.5%; PTHR1 ag: inactive; GLP-1R inv ag: inconclusive

Results for CN(C)c1oc(/C=C/c2ccc(F)cc2)nc1C#N ?
GLP1R cytotox: 5.8%; PTHR1 ag: -7.6%; GLP-1R inv ag: 1.7%

How did CCOc1ccc(CNC(=O)c2ccc(NC(=O)N3CCCCc4ccccc43)cc2)cc1OC do in these assays?
GLP1R cytotox: 3.6%; PTHR1 ag: -20.5%; GLP-1R inv ag: 4.8%

How did CC1=C(c2ccc(C)cc2)S(=O)(=O)N=C1N1CCN(c2ccccc2)CC1 do in these assays?
GLP1R cytotox: -6.0%; PTHR1 ag: inactive; GLP-1R inv ag: -5.1%

How did Cc1cc(NC(=O)CSc2nc(-c3ccccc3F)nc3c2c(=O)n(C)c(=O)n3C)no1 do in these assays?
GLP1R cytotox: 2.7%; PTHR1 ag: inactive; GLP-1R inv ag: 4.8%

These rows are one share of the data. The share of hits here may be higher or lower than overall.
